Source: PubChem (Sanford-Burnham Center for Chemical Genomics)
TIM10 inh – growth inhibitors of TIM10 yeast strain. S. cerevisiae TIM10 strain growth, BacTiter-Glo luminescence, 24 h. inhibition, % at 10 µM. actives 1.4% (n = 330,000). AID 463195;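 active = inhibition of 40% or more at the single tested concentration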;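 also: wild-type TIM10 isogenic control strain grown at permissive 25 °C; 0% = DMSO yeast wells and 100% = minimal medium wells without yeast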
tim10-1 inh – inhibits growth of tim10-1 mutant yeast. S. cerevisiae tim10-1 ts strain growth, BacTiter-Glo, 24 h. inhibition, % at 20 µM. actives 2.2% (n = 330,000);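 active = inhibition of at least 40%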;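 also: mutant grown at 25 °C; 0% = DMSO wells with yeast and 100% = wells holding no yeast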
MIN6 prolif – inducers of beta-cell replication in MIN6 cells | MIN6 cells proliferation, ATPlite luminescence, 48 h; cells starved in 0.2% serum; 100% = growth in 10% serum | AID 2380 | actives 0.29% (n = 330,000) | proliferation, % at 10 µM;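 active = compounds whose signal lies at least 3.5 SD above the mean of all wells on their plate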;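 also: 0% = DMSO-treated cells in low-serum medium and 100% = 10% serum control; some compounds called inactive have numbers as strong as hits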
tim23-1 inh – growth inhibitors of tim23-1 mutant yeast | inhibition, % at 20 µM | S. cerevisiae tim23-1 growth, BacTiter-Glo luminescence, 24 h | actives 1.3% (n = 330,000);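 active = growth inhibition of the mutant yeast at or above 50%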;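 also: temperature-sensitive mutant grown at 25 °C; plate controls were DMSO-treated mutant yeast for no effect and medium wells lacking yeast for full effect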
APJ agonist – APJ receptor agonism; P35414; AID 2520; activation, % at 20 µM; actives 0.11% (n = 330,000); CHO-K1 APJ PathHunter beta-arrestin, luminescence; 0% DMSO wells, 100% apelin;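 active = activation more than six SD over the plate average, tested at 20 µM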;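 also: 0% = DMSO alone and 100% = apelin-13 at 10 nM; some results filed as inactive read as strong as hits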
Target sequence (P35414 whole entry, looked up): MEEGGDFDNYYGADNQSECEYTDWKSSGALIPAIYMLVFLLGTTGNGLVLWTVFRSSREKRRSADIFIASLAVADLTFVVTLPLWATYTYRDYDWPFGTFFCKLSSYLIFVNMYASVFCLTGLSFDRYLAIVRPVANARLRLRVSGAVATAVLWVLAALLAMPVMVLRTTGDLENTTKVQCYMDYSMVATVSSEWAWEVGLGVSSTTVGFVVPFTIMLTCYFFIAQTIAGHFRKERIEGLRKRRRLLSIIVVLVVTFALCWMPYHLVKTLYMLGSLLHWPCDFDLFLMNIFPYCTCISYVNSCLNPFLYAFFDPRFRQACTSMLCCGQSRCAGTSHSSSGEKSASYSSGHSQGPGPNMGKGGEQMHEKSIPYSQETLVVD
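Test system: CHO-K1 APJ beta-arrestin complementation cell line | Compound: Single test compound dose, 20 µM final, 1% DMSO | Incubation: Compound 90 min 25 °C, reagent 1 h | Measured by: beta-gal luminescence | Read-out basis: APJ–arrestin association signal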
APJ antag – antagonists of human APJ apelin receptor; CHO-K1 APJ beta-arrestin complementation, luminescence; P35414; actives 0.32% (n = 330,000); inhibition, % at 20 µM;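 active = inhibition above about 40% at 20 µM, limit read from the data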;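 also: cells challenged with 10 nM apelin-13 agonist together with compound; plate controls were apelin-13 plus DMSO wells for no effect and DMSO wells lacking apelin-13 for full effect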
MPTP inh – permeability transition pore inhibition. isolated mouse mitochondria, Ca2+ swelling absorbance, 30 min. inhibition, % at 10 µM. actives 1.4% (n = 360,000). AID 602449;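 active = inhibition of 50% or more, scaled per plate between neutral and stimulator controls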;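 also: 0% = DMSO wells given calcium and 100% = 1 mM EGTA wells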
GRIN3A LBD mod – modulates the human NR3A ligand-binding domain | actives 2.5% (n = 340,000) | NR3A LBD differential scanning fluorimetry, Tm shift; 0% = protein alone, 100% = glycine-bound protein | Tm shift relative to glycine control, % at 25 µM | AID 1259313;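 active = melting temperature shift of at least 10% of the positive control shift, at one fixed dose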
NLRP3 yeast inh – inhibitors of NALP3 inflammasome in yeast. Yeast reconstituted NLRP3/ASC/caspase-1, beta-gal luminescence, 24 h. inhibition, % at 10 µM. actives 0.39% (n = 330,000);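 active = inhibition of 50% or more; inactive = inhibition below 50%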;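 also: plate controls were induced DMSO wells for no effect and uninduced yeast grown without galactose for full effect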
Numbers without * were called inactive; . = not tested or not shown.

SMILES	TIM10 inh	tim10-1 inh	MIN6 prolif	tim23-1 inh	APJ agonist	APJ antag	MPTP inh	GRIN3A LBD mod	NLRP3 yeast inh
Cc1ccc(S(=O)(=O)C(C#N)c2nc3ccccc3nc2N2CC(C)OC(C)C2)cc1C (stereo not given)	21.1	33.5	-3.0	24.7	1.5	-4.7	44.4	-2.9	-17.5
Cc1ccc(S(=O)(=O)N2CCOCC2)cc1NC(=O)COC(=O)COc1cccc2c1OC(C)(C)C2	-2.5	0.2	2.7	14.6	-3.0	27.3	2.0	3.9	-1.7
CN1CCN(c2nc3nonc3nc2N2CCN(C)CC2)CC1	-7.2	3.3	-1.5	4.1	-0.2	-1.1	-1.3	0.4	0.3
O=C(Nc1cccc(OCC(=O)N2CCOCC2)c1)c1ccc(C(F)(F)F)cc1	2.9	7.4	0.0	2.0	0.4	11.3	0.2	-0.3	2.6
Cc1[nH]n(-c2ccccc2)c(=O)c1/C=N/c1nn[nH]n1	-11.6	13.7	-3.6	18.4	-2.2	-11.5	0.2	1.0	7.3
COc1cccc(C2CC(c3ccccc3Cl)n3ncnc3N2)c1 (stereo not given)	17.3	0.4	-0.4	-1.4	-4.4	-5.5	-0.4	3.6	18.0
c1ccc(-c2noc(C3CCCCC3)n2)nc1	-7.8	24.4	-2.9	9.6	-1.1	-9.4	-1.2	1.2	6.6
COc1ccc(C=C2c3ccccc3C(=O)c3ccccc32)c(OC)c1	26.8	16.9	-3.7	14.8	-4.8	-9.8	4.2	.	9.5
Cc1ccc(-c2nnn(CC(=O)N(c3ccc4c(c3)OCCO4)C(C(=O)NCC3CCCO3)c3ccc(F)cc3)n2)o1 (stereo not given)	3.7	8.8	0.2	9.3	-2.6	18.1	-1.9	-3.3	20.8
CCc1ccccc1N(C(=O)CNC(=O)c1ccco1)C(C(=O)NC1CCCC1)c1cccnc1 (stereo not given)	0.2	11.3	1.6	10.3	-1.8	12.2	-1.3	5.0	11.0

Reprinted from the part before: three compounds, followed by the next part.
SMILES	TIM10 inh	tim10-1 inh	MIN6 prolif	tim23-1 inh	APJ agonist	APJ antag	MPTP inh	GRIN3A LBD mod	NLRP3 yeast inh
COc1ccc(C=C2c3ccccc3C(=O)c3ccccc32)c(OC)c1	26.8	16.9	-3.7	14.8	-4.8	-9.8	4.2	.	9.5
Cc1ccc(-c2nnn(CC(=O)N(c3ccc4c(c3)OCCO4)C(C(=O)NCC3CCCO3)c3ccc(F)cc3)n2)o1 (stereo not given)	3.7	8.8	0.2	9.3	-2.6	18.1	-1.9	-3.3	20.8
CCc1ccccc1N(C(=O)CNC(=O)c1ccco1)C(C(=O)NC1CCCC1)c1cccnc1 (stereo not given)	0.2	11.3	1.6	10.3	-1.8	12.2	-1.3	5.0	11.0
COc1cc(C2=NOC(C(=O)N3CCN(c4ccc(F)cc4)CC3)C2)cc(OC)c1OC (stereo not given)	45.6*	40.6*	0.0	41.1	-2.1	1.2	-3.2	0.1	12.2
CN(CC(=O)Nc1ccccc1Cl)C(=O)COC(=O)c1ccc(Cl)nc1	-3.4	-16.3	3.9	1.0	-5.3	2.4	0.8	-0.7	8.1
COc1ccccc1NS(=O)(=O)c1cccc(C(=O)N(C)Cc2cccs2)c1	21.5	21.8	-0.8	28.9	3.7	2.5	-0.1	0.4	12.2
CCCCSc1nc(C)c(CC(=O)OC)c(=O)[nH]1	2.6	23.0	0.9	11.4	0.0	14.0	-1.7	0.3	0.0
Clc1ccc(-c2cn3nc4c(nc3n2)CCCC4)cc1	4.3	16.1	0.0	30.1	1.2	-12.1	-0.9	-1.0	10.3
CS(=O)(=O)N(CCc1ccccc1)CC(=O)N1CCN(c2ccc(F)cc2)CC1	-5.8	23.4	-0.9	-14.1	-1.3	-20.3	-1.8	0.0	13.0
COc1ccc(CC(=O)NNC2=Nc3cccc4cccc2c34)cc1	-20.5	-19.4	-1.4	-0.8	-7.4	-5.1	7.4	5.1	13.9
Cc1ccc(S(=O)(=O)N(C)C)cc1NC(=O)COC(=O)/C(=C/c1ccc(F)cc1)c1cccs1	8.8	35.4	0.0	15.5	0.2	-7.7	25.9	-5.8	12.7
CS(=O)(=O)c1cnc2c(-c3ccc(F)cc3)cnn2c1N	19.4	16.9	1.0	15.9	-2.6	7.6	-0.6	36.9*	-11.3
CCN1CCN(CCC(=O)Nc2ccccc2)CC1	1.6	-13.9	-0.6	-2.6	-3.0	-10.0	0.0	0.4	2.3
CCOC(=O)c1ccccc1NC(=O)C1CCCO1 (stereo not given)	-2.7	-0.2	-1.6	0.7	-0.2	5.8	-1.3	0.5	22.7
O=C(COC(=O)c1ccccc1SCC(=O)N1CCCC1)Nc1ccc(OC(F)F)cc1	-8.7	3.2	-3.5	0.6	-1.7	15.1	-0.3	1.6	13.9
CCOC(=O)C1(Cc2cccc(F)c2)CCN(C2CCOCC2)CC1	7.4	7.5	0.4	11.3	-7.0	-1.6	1.9	-0.9	0.0
Cc1ccc(-c2ccc(=O)n(Cc3cc(C)ccc3C)n2)cc1	5.4	-5.3	-6.9	8.3	-2.5	-11.7	0.6	4.4	25.2
CCN(C(=O)c1c(-c2ccccc2Cl)noc1C)C1CCCCC1	27.6	9.4	3.9	35.1	-0.1	1.1	0.6	-2.0	20.5
CCCCC(=O)Nc1ccc(C(=O)Nc2ccc(S(=O)(=O)Nc3ccc(C)cc3)cc2)cc1	-8.6	-4.9	-2.6	-24.3	10.1	-29.8	2.2	-1.1	1.2
Cc1ccccc1NC(=O)CSc1n[nH]c(-c2ccco2)n1	-6.0	-10.1	-1.3	24.5	-0.6	-16.3	1.6	-1.5	10.7
Cc1ccc(NC(=O)CN2C(=O)S/C(=C\c3ccccn3)C2=O)cc1C	-3.8	-9.6	-3.5	-13.1	-2.5	18.3	-0.1	2.4	-5.6
COc1cccc(-c2nnc(NC(=O)c3ccc(S(=O)(=O)N4CC(C)OC(C)C4)cc3)o2)c1 (stereo not given)	25.4	27.0	-2.0	26.5	0.5	0.2	-2.6	-8.5	3.5
CN(Cc1ccco1)C(=O)C1CCC(=O)N1Cc1ccc(F)cc1 (stereo not given)	-6.1	14.1	4.1	14.0	2.6	-30.4	-1.0	0.5	3.8
O=C(NC1CC1)C1CCN(c2ncccn2)CC1	9.4	-15.1	1.4	-0.8	-2.5	7.6	-2.7	-2.0	1.8
CC1CC(C)CN(C(=O)C(Cc2ccccc2)NC(=O)c2ccccc2)C1 (stereo not given)	2.2	27.9	-4.2	21.6	-7.4	17.1	0.4	2.2	4.9
CCOC(=O)C[N+](C)(C)CCOC1CC2CCC1(C)C2(C)C (stereo not given)	17.4	13.0	-3.8	4.5	-3.4	9.5	0.0	-1.8	11.7
COc1ccccc1/C=C/C(=O)NCC(=O)N=Nc1c(O)[nH]c2ccccc12	-0.8	2.4	-0.9	9.3	2.1	1.7	1.0	2.3	-3.0
CCOC(=O)c1cc(C#N)c(SCC(=O)OC)[nH]c1=O	-23.9	-19.2	-4.2	5.8	-2.3	-12.7	0.7	0.7	-8.4
CC(=C/c1ccc(C(C)C)cc1)/C=N/NC(=O)CSc1ccccn1	29.0	46.5*	-6.1	-1.5	-4.9	2.8	12.3	-12.8	7.5
Cn1cnnc1SC1CCCCC1NS(=O)(=O)c1ccccc1 (stereo not given)	4.2	7.7	-0.7	23.1	-4.8	-25.4	-2.2	-1.1	20.7
COc1ccc(-n2c(SCC(=O)C(C)(C)C)nc3c(sc(=S)n3-c3ccccc3)c2=O)c(OC)c1	7.1	34.6	-3.7	34.5	-5.1	24.5	0.4	0.9	-10.4
COC(=O)c1nc2ccccc2s1	-1.3	-3.9	-3.1	14.6	2.2	-0.2	0.2	-2.2	2.6
CCCc1cc2c(=O)c(-c3ccc4c(c3)OCCO4)coc2cc1OS(C)(=O)=O	18.3	28.4	-1.9	13.7	-4.3	-9.0	0.7	-5.2	0.6
Cc1csc(NC(=O)CN2C(=O)COc3ccc(Cl)cc32)n1	3.1	33.7	-1.6	18.6	9.8	1.3	-0.8	1.3	-1.8
CCOc1cc(C(=O)Nc2cc(C)on2)cc(OCC)c1OCC	8.1	5.5	-1.4	11.8	-9.4	3.0	-0.2	0.1	12.3
O=C(CCNC(=O)c1ccccc1Cl)Nc1cc(S(=O)(=O)N2CCOCC2)ccc1N1CCCC1	-5.6	-8.2	-0.6	-1.4	-2.6	-27.4	0.1	-0.4	0.0
Cn1c(=O)c2c(nc(CN3CCN(c4ccccc4)CC3)n2CCc2ccccc2)n(C)c1=O	15.7	19.7	-3.6	14.7	-2.3	17.1	0.6	-11.2	4.3
COc1ccc(OCC(=O)Nc2cccc(S(=O)(=O)N(C)c3ccccc3)c2)c([N+](=O)[O-])c1	-9.2	1.5	-0.2	-7.5	3.2	-13.8	0.2	-2.6	0.3
CC(C)Oc1ccc(-c2cc(C(=O)NCCN3CCOCC3)c3ccccc3n2)cc1	-15.2	7.8	-4.8	8.8	1.1	-25.7	-1.4	-0.4	14.6
Cc1nc(CNS(=O)(=O)c2cc([N+](=O)[O-])ccc2C)cs1	6.4	-3.9	-1.5	10.9	-2.5	6.8	0.4	-1.2	9.2
CCCCCCn1c(SCC(C)C)nc2c1c(=O)[nH]c(=O)n2C	9.8	22.3	-3.1	21.3	-4.4	-22.7	2.6	-3.0	14.0
O=C(CN1C2=NCCN2c2ccccc21)c1cccs1	17.0	-6.8	4.4	1.8	-3.9	2.2	0.0	-0.6	5.3
CCc1ccc2[nH]c(=O)c(CN(Cc3ccccc3OC)Cc3nnnn3Cc3ccco3)cc2c1	11.9	29.7	-7.1	23.8	0.1	10.1	-0.7	-0.9	-3.4
CS(=O)(=O)N1CCc2cc(C(=O)Nc3ccccc3Cl)ccc21	7.4	13.8	-2.3	13.2	-3.5	-5.4	0.5	-0.7	25.7
Cc1cc(C)cc(NC(=O)CSc2nnc(Cn3c(=O)sc4ccccc43)n2C)c1	-19.4	-16.2	-0.6	-2.7	-1.0	11.7	-0.7	-0.3	7.6
O=C(c1cccs1)c1ccc(-c2cccs2)s1	23.5	-27.1	-6.3	24.7	-3.1	-8.2	-2.8	-5.9	44.3
CN(C)S(=O)(=O)c1ccc(Cl)c(NC(=O)CSc2nc3c(cc2C#N)C(=O)CC(C)(C)C3)c1	-6.9	15.4	-3.1	7.9	-2.2	21.5	5.4	-1.1	-0.3
Cc1ccc(C(=O)NC(=C(Cl)Cl)S(=O)(=O)c2ccc(Cl)cc2)cc1	-2.2	7.2	-6.1	34.5	-1.6	11.8	0.9	-1.9	56.6*
O=C(NCCc1ccccc1)C1CCCN1C(=O)Nc1ccc(Cl)cc1 (stereo not given)	-9.0	-15.4	-0.8	-1.2	-4.0	-15.9	-0.9	0.5	18.2
CC(=O)Oc1ccc(C(=O)Nc2ccc(S(=O)(=O)NCC3CCCO3)cc2)cc1 (stereo not given)	1.2	-0.8	1.7	-3.6	4.2	1.8	0.9	-5.7	13.0
CCCCCCCC(=O)OC(CN1CCCCCC1)CN1CCCC1=O (stereo not given)	-4.2	-16.6	-0.7	10.1	-5.9	-0.2	1.0	0.2	9.6
CCOC(=O)C1CCCN(C(=S)Nc2ccc(S(=O)(=O)N3CCOCC3)cc2)C1 (stereo not given)	-2.9	2.0	-3.9	1.9	0.7	7.8	-1.0	-0.3	4.9
CCOC(=O)C1CCN(Cc2nc(-c3ccc(OC)c(OC)c3)no2)CC1	1.9	8.3	3.2	7.9	0.4	-6.7	-0.3	0.0	19.3
